INS-1E GSIS act – primary screen for activators of insulin secretion dependent on glucose, INS-1E cells, GLuc reporter luminescence; INS-1E GLuc reporter insulin secretion, 2-3 h; activation, % at 16.6 µM; 370,000 tested, 0.61% active; AID 743287;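 active = lowest replicate activation of at least 40%, so every replicate reaches that level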;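 note: 0% = median of neutral control wells and 100% = median of IBMX positive control wells; some compounds called inactive have numbers as strong as hits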
ARNT-TACC3 inh – disruptors of human ARNT/TACC3 interaction; AlphaScreen His-ARNT PAS-B/GST-TACC3 binding, luminescence; TACC3 fragment carries E629A point mutation; 390,000 tested, 0.66% active; Q9Y6A5; inhibition, % at 9.99 µM;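 active = mean inhibition of replicates at least 50% and at least half of replicates each reaching 50%; inconclusive = half or more replicates reach 50% but mean below 50%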;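 note: 0% = complete ARNT plus TACC3 wells and 100% = ARNT alone without TACC3; many hits fall short of the cut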
RAD54 branch – blocks human RAD54 Holliday junction branch migration; Q92698; FAM/BHQ fluorescence; AID 602329; 360,000 tested, 0.14% active; inhibition, % at 10.4 µM;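 active = mean normalized replicate activity at least 40 and at least half of replicates scoring 40 or more; inconclusive = only one of the two criteria met; inactive = mean below 40 and under half of replicates reaching 40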;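 note: 0% = median of neutral control wells and 100% = median of positive control wells; inhibitors cause a drop in the FAM fluorescence signal; in these data hits start at about 50%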
ERAP1 inh – inhibitors of human ERAP1 aminopeptidase | 340,000 tested, 0.15% active | recombinant ERAP1, Leu-AMC fluorescence, 60 min | Q9NZ08 | inhibition, % at 10.7 µM;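 active = mean replicate inhibition of at least 30%, or all replicates individually reaching that 30% level; inactive = mean below 30% and not every replicate reaching it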;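 note: 0% = neutral control wells and 100% = L-leucinethiol positive control wells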
Xi reactivation – reactivates the inactive X chromosome in mouse fibroblasts. AID 743238. 360,000 tested, 0.055% active. XiGFP mouse fibroblasts, % GFP-positive cells imaging, 3 d; cells co-treated with 5-aza-dC sensitizer; scaled so ellipticine positive control = 100%. activation, % at 7.58 µM;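 active = mean normalized replicate activation at least 10% and every replicate at or above 10%; inconclusive = only one of the two criteria met; inactive = mean below 10% and not all replicates reach 10%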;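 note: 0% = median of on-plate neutral control wells and 100% = ellipticine 6 µM median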
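Assay system: SV40-immortalized XiGFP fibroblast cells, line 68-5-11; buffer or medium: DMEM plus 5-aza-dC sensitizer; compound: one concentration, pinned; timing: compounds 3 days, fix/stain 15 min at room temperature; benchmarks: positive control ellipticine, 6 µM final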
RAD52 anneal inh – inhibitors of human RAD52 DNA annealing; inhibition, % at 18.7 µM; recombinant RAD52 DNA annealing, FRET fluorescence; 360,000 tested, 0.46% active; P43351;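 active = every replicate showing at least 50% inhibition; inconclusive = mean inhibition at least 50% but not in every replicate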
Target sequence (P43351 whole entry, looked up): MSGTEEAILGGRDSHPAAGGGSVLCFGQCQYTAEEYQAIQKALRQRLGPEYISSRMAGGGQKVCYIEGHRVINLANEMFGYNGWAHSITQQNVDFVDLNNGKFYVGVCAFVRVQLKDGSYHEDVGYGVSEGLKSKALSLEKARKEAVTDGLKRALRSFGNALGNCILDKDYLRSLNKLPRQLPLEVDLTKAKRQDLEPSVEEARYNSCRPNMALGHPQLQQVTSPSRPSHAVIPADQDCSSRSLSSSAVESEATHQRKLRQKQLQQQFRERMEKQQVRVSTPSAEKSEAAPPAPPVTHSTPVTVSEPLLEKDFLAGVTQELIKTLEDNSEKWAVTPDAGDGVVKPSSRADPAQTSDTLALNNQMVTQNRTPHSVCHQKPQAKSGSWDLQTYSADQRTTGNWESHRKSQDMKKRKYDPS
esBAF inh – blocks esBAF chromatin remodeling in mouse ES cells; Bmi1-luciferase knock-in reporter, 24 h; 100% = twice the neutral-well signal; reporter increase, % at 12.5 µM; 350,000 tested, 2% active; in the data active = activation above about 40%; inconclusive = no clear call, values can overlap the other calls;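 note: 0% = median of the plate's neutral control wells and 100% = double that signal; a rise in the Bmi1 reporter signal indicates esBAF inhibition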
F508del corr – correctors of CFTR F508del function in bronchial epithelial cells | CFBE cells, YFP halide quenching; stimulated with forskolin plus potentiator P3; % fluorescence drop versus neutral controls | activity (quench increase), % at 7.58 µM | 350,000 tested, 0.36% active;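 active = mean added fluorescence quench of at least 8% versus neutral control, with both replicates also reaching 8%; inconclusive = only one of the mean or replicate conditions met; inactive = mean below 8% and not both replicates reaching 8%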;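 note: cells transiently co-express mutant CFTR-F508del with the halide-sensitive YFP; corrector assay measuring rescue of mutant channel to the surface after 24 h compound exposure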
* marks the source's active call; other numbers are inactive results; ? = inconclusive; / = no result given; & = joins results of further samples.

nr	canonical_smiles	Xi reactivation	RAD54 branch	ERAP1 inh	esBAF inh	RAD52 anneal inh	F508del corr	ARNT-TACC3 inh	INS-1E GSIS act
1	COc1ccc(C(=O)Nc2ccc(/C(C)=N/NC(=O)c3ccccc3O)cc2)cc1OC	-0.1	11	3	11	-26	/	6	9
2	COc1ccc(NC(=O)N(C)[C@H]2C[C@H]3c4[nH]c5ccccc5c4CCN3C(=O)[C@H]2[C@H](C)O)cc1	-0.2	/	-38	1	-15	2.5	/	5
3	CCCC(=O)Nc1ccc2c(c1)C(=O)N(C)C[C@H](OC)[C@@H](C)CN(Cc1ccccn1)[C@@H](C)CO2	0.2	-8	-3	-1	-7	3.8	9	20
4	COc1ccc(CN2C(=O)C(CC(=O)NCc3cccs3)CC(C(=O)N3CCOCC3)=C2C)cc1 (configuration not stated)	-0.1	6	/	-5	-9	-3.3	/	8
5	CCOc1ccc(NC(C)=O)cc1N	/	-9	-4	8	-7	0.0	/	7
6	CCN(CC)c1nc(Oc2ccc(=O)[nH]n2)nc(N2CCOCC2)n1	0.7	/	0	/	6	/	-5	/
7	O=C(CSc1ccc(-c2ccccn2)nn1)NC1CCCC1	-0.1	/	-2	/	-22	0.1	59*	5
8	O=C(Nc1ccc(F)cc1)c1ccc2ncsc2c1	0.0	4	3	?	-7	-3.6	-5	9
9	O=C(C[C@@H]1CC[C@@H]2[C@H](COC[C@@H](O)CN2S(=O)(=O)c2cccc(Cl)c2)O1)Nc1ccc(-c2ccccc2)cc1	0.1	-13	1	6	13	5.1	15	-3
10	O=C(NCc1ccccn1)c1cc2cc(Br)ccc2oc1=O	/	/	2	-8	-12	0.7	-8	/
11	COc1cccc(-c2nn(-c3ccc(C)cc3)cc2C(=O)N(C)CC(=O)Nc2cccc(F)c2)c1	0.0	3	1	6	-4	0.9	-12	-10
12	CCN(CC)C(=O)c1cccc(-c2csc(C(C)(O)c3cccc(F)c3)n2)c1 (configuration not stated)	0.0	7	0	-13	-12	-0.4	/	-28
13	COc1ccc(C(=O)NCc2ccccc2C)cc1S(=O)(=O)NC1CCCC1	1.2	5	-2	14	-12	0.1	-4	-14
14	Cc1ccc(CSc2nc3nc(C)cc(C)c3c(=O)[nH]2)cc1	0.0	-7	-2	-8	-9	-0.7	-4	-10
15	CC(C)OC(=O)Cc1nc2sc(-c3ccccc3)cc2c(=O)[nH]1	0.1	5	1	49*	-47	0.0	-5	5
16	O=[N+]([O-])c1ccccc1S(=O)(=O)NCCc1ccncc1	0.0	8	1	-4	0	-2.8	-8	-3
17	Cc1cc(N2CCN(c3ccccc3)CC2)nc2ccccc12	-0.1	4	-2	24	-3	-5.0	-2	0
18	N#CCC(=O)Nc1ccc(C(=O)OCC(=O)NNC(=O)c2cccs2)cc1	0.0	2	1	-3	-27	-3.9	-7	10
19	COc1ccc(C(=O)/C=C/c2ccc(OC)c(COc3ccc(F)cc3)c2)cc1	/	-2	5	-1	-5	-0.5	-40	0
20	N/C(=N\OC(=O)Cc1ccc([N+](=O)[O-])cc1)c1ccccn1	-0.1	/	3	/	-16	-0.5	55*	-5
21	CCOc1ccc(S(=O)(=O)N2CCN(c3ccc(C)cc3C)CC2)cc1	0.1	-1	2	5	-13	-0.5	-6	-27
22	COc1ccc(NC(=O)c2cc(-c3ccc(C)cc3O)n[nH]2)c(OC)c1	0.0	2	2	-2	-9	1.0	2	4
23	Fc1ccccc1Cn1c2[n+](c3ccc(C(F)(F)F)cc31)CCCCC2	0.1	-1	0	6	-39	1.8	-1	8
24	Cn1cc(S(=O)(=O)NC(c2ccccc2)c2ccccc2)c(=O)n(C)c1=O	0.1	7	-2	-5	-16	-0.1	1	8
25	CC(NS(=O)(=O)c1cc2c3c(c1)CCC(=O)N3CCC2)c1ccccc1 (configuration not stated)	0.3	-7	-3	-1	4	-1.9	0	-3
26	CN1C(=O)c2cc(NC(=O)Nc3ccccc3F)ccc2OC[C@H]2O[C@H](CC(=O)NCCc3ccncc3)CC[C@H]21	0.2	0	2	-4	5	0.0	-11	-2
27	C[C@H](CO)N1C[C@H](C)[C@@H](CN(C)C(=O)NC2CCCCC2)Oc2ccc(NC(=O)Cn3cnnn3)cc2C1=O	-0.7&0.0	-1&0	10&1	3&-2	-19&-13	2.1&1.0	4&-3	22&1
28	COc1ccc2cc(S(=O)(=O)N3CCCC3)ccc2c1	0.0	-6	-6	3	-8	1.4	0	3
29	NS(=O)(=O)c1ccc(CCNC(=O)c2ccc(NS(=O)(=O)c3ccc4[nH]c(=O)[nH]c4c3)cc2)cc1	0.3	-4	-2	-10	-8	0.7	-1	2
30	Cc1ccc(C(=O)NCCOc2ccc(Cl)cc2)cc1	0.2	/	-2	37	-7	-4.2	-4	-21
31	CCCC(=O)Nc1ccc2c(c1)OC[C@@H](C)N(C(=O)c1ccccn1)C[C@H](C)[C@@H](OC)CN(C)C2=O	-0.1	3	-5	-4	-8	1.8	/	3
32	NS(=O)(=O)c1cc2c(cc1Cl)NC(CC1CCCC1)NS2(=O)=O (configuration not stated)	0.0	/	-4	/	10	1.3	/	8
33	C[C@@H]1CN([C@@H](C)CO)S(=O)(=O)c2ccc(/C=C/c3ccccc3)cc2O[C@@H]1CN(C)C(=O)c1ccncc1	-0.7	2	-3	0	23	-1.4	-1	-28
34	O=C(Cn1nc(Cl)nc1Cl)c1ccccc1	0.1	10	-3	-5	-5	-1.2	-5	-5
35	CCC(=O)N1CCCC1(C)C(=O)Nc1cccc(Oc2ccccc2)c1 (configuration not stated)	-0.1	-6	1	-8	-1	0.6	/	1
36	CC(C)=C(NC(=O)c1ccccc1)C(=O)N/N=C/c1ccc(O)cc1	0.1	-5	/	/	/	/	0	-8
37	O=C(COC(=O)c1ccco1)c1ccccc1	0.4	-1	1	12	-3	-3.1	-3	7
38	CC(=O)c1ccc2c(c1)N(CCCN1CCC(CCO)CC1)c1ccccc1S2	0.0	11	13	1	2	0.9	1	-3
39	COc1ccc(C(=O)Nc2ccc3c(c2)OCCO3)cc1[N+](=O)[O-]	0.0	/	2	/	-17	-1.9	9	10
40	CCN(CC)C(=O)c1cnn(-c2ccccc2)c1NC(=O)c1ccccc1F	/	11	-3	0	-14	-1.8	-21	6
41	Cn1c(SCC(=O)NCc2ccc(F)cc2)ncc(C(=O)Nc2ccccc2)c1=O	0.1	-11	-2	6	-6	3.7	-16	12
42	O=C(CCN1C(=O)c2ccccc2C1=O)Nc1ccccc1C(F)(F)F	0.0	-27	-2	-6	-10	4.6	16	7
43	CCOc1ccc(NC(=O)N2CCN(C(=O)c3ccco3)CC2)cc1	0.3	9	0	/	-19	-1.3	-10	13
44	O=C(c1ccc([N+](=O)[O-])s1)N1CCN(c2ncccn2)CC1	0.1	1	-6	-1	-3	/	/	/
45	Cc1ccc2nsnc2c1NC(=O)c1cccnc1Cl	0.2	5	-1	/	-15	2.6	-1	-3
46	C[C@H](CO)N1C[C@H](C)[C@H](CN(C)CC2CCCCC2)Oc2c(NC(=O)c3ccncc3)cccc2C1=O	1.0	-5	0	-1	-9	1.0	-3	13
47	CC1(C)OC(=O)C(=CNCC(=O)NCC(=O)O)C(=O)O1	/	-4	-16	-7	3	/	-11	10
48	O=C(c1ccccc1F)N1C[C@H]2[C@@H](c3ccccc31)[C@H](CO)N2C(=O)Nc1ccccc1	0.0	9	-2	-5	9	1.3	4	2
49	CC1(C)CC(=O)C=C(c2ccc(COC(=O)c3cc(F)cc(F)c3)cc2)C1=O	0.1	2	-1	-2	-6	2.7	/	6
50	CCOc1ccc(/C=C/C2=CC(C)(C)NC(=S)N2)cc1	0.5	/	-2	/	-13	-1.6	/	-5

More entries follow:
nr	canonical_smiles	Xi reactivation	RAD54 branch	ERAP1 inh	esBAF inh	RAD52 anneal inh	F508del corr	ARNT-TACC3 inh	INS-1E GSIS act
51	COc1cc2c(c(OC)c1OC)C(c1ccc(O)cc1)CC(=O)O2 (configuration not stated)	0.0	5	/	-6	-12	-1.4	21	18
52	Cc1noc(C)c1NC(=O)N(C)C[C@H]1Oc2ncc(C#CC3CC3)cc2C(=O)N([C@@H](C)CO)C[C@H]1C	-0.4	3	3	20	4	-2.6	-5	1
53	Cc1cccc2sc(NC(=O)CCNS(=O)(=O)c3cccc4nonc34)nc12	/	5	/	24	/	/	-32	-32
54	O=C(CS)NCCCCCCNC(=O)[C@H]1C[C@H]2C(=O)NCC(=O)N2[C@H]1c1cccc(OCCO)c1	/	-8	-1	/	-4	-0.8	11	/
55	COc1ccc(NC(=O)N2CCCC2C(=O)NCc2cccs2)cc1 (configuration not stated)	0.5	-16	2	1	-15	-2.7	-2	-2
56	CC(=O)c1ccccc1NC(=O)COC(=O)C1CCCN1S(=O)(=O)c1ccccc1F (configuration not stated)	0.2	-14	-3	-4	-13	-3.6	/	/
57	O=C(C[C@H]1CC[C@H]2[C@@H](COC[C@@H](O)CN2Cc2cccc(-c3ccncc3)c2)O1)N1CCOCC1	0.2	-1	0	7	-11	2.2	-8	-3
58	C[C@@H](NC(=O)[C@H]1N[C@H]2c3ccc(C4=CCCCC4)c(=O)n3C[C@H]2[C@@H]1CO)c1ccccc1	0.1	2	1	1	-16	2.4	-2	-3
59	CCc1ccc(NC(=O)N(CCCN2CCOCC2)Cc2cccs2)cc1	0.2	-5	-3	6	-2	-2.7	1	-1
60	Cc1c(C(=O)Nc2cccc(Cl)c2)cn2c(nc3ccccc32)c1C#N	0.0	-8	/	/	/	/	-4	2
61	CCC(=O)Nc1ccc2c(c1)C(=O)N(C)C[C@@H](OC)[C@@H](C)CN[C@@H](C)CO2	0.1	-2	4	1	-8	-2.1	-2	15
62	COc1ccccc1NC(=O)N(C)C[C@H]1Oc2cc(Br)ccc2S(=O)(=O)N([C@@H](C)CO)C[C@@H]1C	-0.1	-4	1	-3	-4	-4.1	6	-9
63	O=C(NNC(=O)C1CCN(c2ncccn2)CC1)c1ccc(Cl)cc1	0.0	/	1	/	-2	0.4	2	-5
64	O=C(O)C1CN(c2ncccc2[N+](=O)[O-])C1	0.2	2	4	3	-8	2.3	-6	11
65	COc1ccc(NS(=O)(=O)c2ccc(C(=O)NCC3(N4CCOCC4)CCCCC3)cc2)cc1	0.0	/	0	-5	-23	-0.5	/	/
66	O=C(N/C(=C/c1ccc(Cl)cc1)C(=O)N1CCCCC1)c1ccco1	0.1	-7	1	/	-14	-1.0	1	-16
67	CCOC1OC(=O)C(Cl)=C1Nc1ccc(C)cc1 (configuration not stated)	0.0	-5	0	-8	3	-1.4	4	-4
68	CCN(CC)c1c([N+](=O)[O-])c(=O)n(CC)c2ccccc12	0.0	-7	0	/	-18	1.2	/	-3
69	Oc1cccc(NC(=S)Nc2ccccc2)c1	0.0	-2	-3	-2	-13	1.2	0	8
70	CN(C)C(=O)C[C@@H]1CC[C@H](NS(=O)(=O)c2ccccc2)[C@H](CO)O1	-0.1	-3	0	-2	19	-2.1	-13	8
71	CCCCC1Cc2[nH][nH]c(=O)c2C(c2ccc(Cl)cc2)O1 (configuration not stated)	0.0	/	-9	/	-10	-0.8	/	6
72	CO[C@H]1CN(C)C(=O)c2ccc(NC(=O)c3ccccc3)cc2OC[C@@H](C)NC[C@H]1C	-0.3	-11	-1	3	3	1.6	-6	11
73	Cc1cc2cccc(C)c2nc1SCC(=O)NCC1CCCO1 (configuration not stated)	0.0	-19	-2	-6	-5	0.9	-6	0

Screening data as filed in PubChem.

Random draw from the library. About 3.3% of those tested had a hit in this group.
